CF NFkB block: blocks PAF-induced NF-kB reporter in cystic fibrosis cells. KKLEB NF-kB-GFP reporter, GFP fluorescence overnight. inhibition, % at 5 µM. actives 0.86% (n = 360,000). AID 588850;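 active = at least 50% inhibition at 5 µM, scaled per plate between neutral and stimulator controls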;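 also: PAF is a Pseudomonas aeruginosa culture filtrate used as stimulus; plate controls were PAF-stimulated DMSO wells for no effect and unstimulated DMSO wells for full effect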
NR2E3 ag-1: activates human photoreceptor nuclear receptor NR2E3; Q9Y5X4; GST-NR2E3/biotin-RetCOR TR-FRET, 1536-well; inhibition of corepressor binding, % at 4.78 µM; actives 0.12% (n = 320,000); AID 2300;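 active = percent inhibition above the cutoff of mean plus 3 SD of all tested compounds, set per screening campaign, cut at about 20% in these data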;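 also: 0% = DMSO wells and 100% = biotin wells as full block of FRET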
Target sequence (Q9Y5X4 whole entry, looked up): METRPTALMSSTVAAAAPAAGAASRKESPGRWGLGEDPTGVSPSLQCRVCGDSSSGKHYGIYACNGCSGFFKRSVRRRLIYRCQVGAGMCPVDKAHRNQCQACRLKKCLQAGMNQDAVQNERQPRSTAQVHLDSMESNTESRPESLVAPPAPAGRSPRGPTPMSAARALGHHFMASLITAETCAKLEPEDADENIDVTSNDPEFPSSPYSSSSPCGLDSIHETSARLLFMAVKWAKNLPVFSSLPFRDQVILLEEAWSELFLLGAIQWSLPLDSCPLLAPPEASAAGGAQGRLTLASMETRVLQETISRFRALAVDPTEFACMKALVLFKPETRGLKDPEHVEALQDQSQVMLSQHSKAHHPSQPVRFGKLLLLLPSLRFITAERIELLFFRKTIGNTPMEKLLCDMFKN
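System: GST-tagged NR2E3 plus biotinylated RetCOR corepressor; Buffer or medium: pH 7.5 Tris-based buffer; Probe or stimulus: RetCOR corepressor, biotinylated, 7 nM; Doses: compound at 4.8 µM, single dose; Schedule: 5 h incubation at 4 °C; Technique: time-resolved FRET; Evaluation: percent inhibition of TR-FRET ratio; Replication: one well per compound, singlicate testing.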
NR2E3 ag-2: human photoreceptor-specific nuclear receptor agonism; CHO-S Gal4-NCOR/VP16-NR2E3 two-hybrid, luciferase; AID 602229; inhibition of corepressor binding, % at 3.98 µM; Q9Y5X4; actives 0.35% (n = 360,000);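 active = inhibition above the mean of all tested compounds plus 3 SD, cut at about 70% in these data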;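 also: 0% = DMSO with NR2E3 transfected cells and 100% = cells lacking NR2E3 construct; higher means lower luciferase signal from less NR2E3 corepressor binding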
iPSC survival up: enhancers of human iPSC single-cell survival; hiPSC single-cell survival, ATPlite luminescence; 100% = ROCK inhibitor wells, 0% = DMSO; AID 602274; survival enhancement, % at 20 µM; actives 0.044% (n = 360,000); in the data active = survival enhancement above about 18%;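 also: cells exposed to compounds for 16 hours before the ATP read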
TRPM1 prom inh: MITF TRPM1 promoter inhibition in SK-MEL-5 cells; SK-MEL-5 TRPM1 promoter luciferase, 24 h; inhibition, % at 12.5 µM; actives 0.83% (n = 330,000);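 active = mean inhibition across replicates of 60% or more, whatever share of single replicates reaches that level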; also: values of inactives mirror those of a sister screen read the other way
TWEAK-Fn14 inh: TWEAK-Fn14 signaling inhibition | TWEAK-stimulated Fn14 reporter cells, luciferase luminescence, 8 h | inhibition, % at 10 µM | actives 2% (n = 360,000) | AID 1159606; in the data active = inhibition above about 50%
Peg3 prom inh: Peg3 promoter activity inhibition; HeLa PEG-Prom luciferase reporter, luminescence, overnight; actives 1.7% (n = 360,000); inhibition, % at 20 µM;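 active = inhibition of at least 50% at 20 µM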
HIF-2a inh: blocks HIF-2a reporter activity | actives 0.72% (n = 360,000) | 786-0 RCC cells HIF-2a reporter, luciferase luminescence, overnight | inhibition, % at 18.8 µM | AID 624352;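 active = inhibition of the luminescence signal of 40% or more relative to plate controls, in a single-dose primary screen at 18.75 µM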
aDG glyco up: alpha-DG glycosylation activation; activation, % at 10 µM; AID 624168; actives 0.22% (n = 360,000); Pro5-aDG cells, alpha-DG glycosylation AlphaScreen (IIH6); 0% Pro5, 100% B10-LARGE cell signal;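 active = activation of at least 8% versus controls, or a plate z-score of at least 8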;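 also: Pro5 are CHO cells carrying HIG-tagged alpha-DG that lacks glycosylation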
Shn3 inh set2: inhibitors of Schnurri-3 3'UTR reporter in osteoblasts; actives 0.52% (n = 360,000); Clone20 osteoblast Shn3 3'UTR firefly luciferase, 24 h; inhibition, % at 12.5 µM;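 active = mean inhibition of at least 75% with every replicate also reaching 75%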;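 also: 0% = median of neutral control wells and 100% = pilot-screen positive control compound; some compounds past the cut are filed as inactive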
KKLEB tox: counter-screen for CF NF-kB inhibitors: cytotoxicity; AID 602141; activity change (cytotoxicity), % at 5 µM; actives 0.36% (n = 360,000); KKLEB CF airway cells viability, ATPlite luminescence, overnight; hits give low values; cells stimulated with P. aeruginosa culture filtrate;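 active = corrected activity change at or below -50% at 5 µM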
Active calls of the source: *; x = not tested or not shown. Random draw from the library. About 4.4% of those tested had a hit in this group.

Molecule	CF NFkB block	NR2E3 ag-1	NR2E3 ag-2	iPSC survival up	TRPM1 prom inh	TWEAK-Fn14 inh	Peg3 prom inh	HIF-2a inh	aDG glyco up	Shn3 inh set2	KKLEB tox
Cc1ccc(-c2noc(CC(=O)c3ccc([N+](=O)[O-])cc3)n2)cc1	-2	x	-17	1.2	7	-14	-93	-7	-0.2	39	-4
CCOC(=O)NC(CC(=O)O)c1ccc(OC)cc1 (centres undefined)	-9	1	-31	0.5	-9	-8	10	12	0.3	-3	7
CCCc1cnc(N2CCN(C(=O)c3ccccc3)CC2)nc1	7	1	-35	0.6	0	-15	22	7	-0.1	6	-4
COc1cccc(CN(C)C(=O)CSc2nc3ccccc3[nH]2)c1OC	4	4	7	-0.5	-12	23	-58	-87	0.1	-1	-2
CCC1CCC(c2nnc(-c3ccc(Br)cc3)o2)CC1 (centres undefined)	-2	-2	-8	0.3	-18	-19	-122	-180	0.2	-41	-3
COc1c(Cl)cc(Cl)cc1CNCc1ccccc1	8	1	-8	-1.7	-11	-1	-1	-9	0.1	5	-1
CC(C)CCN1C(=O)c2ccc(C(=O)NCc3ccccn3)cc2C1=O	14	0	-4	0.1	3	4	-4	4	0.2	-13	-4
Cc1ccccc1-c1nc2ccccc2c(=O)n1/N=C/c1ccccc1[N+](=O)[O-]	-7	6	-3	0.3	8	-8	20	11	-0.5	-43	7
CCN(C(=O)CCc1ccccc1)C1CCCCC1	0	-2	-8	-0.3	3	-3	16	4	0.0	-7	-18
COCCN1C=C2C(=O)C(C)(OC(=O)CCC(=O)OC)C(=O)C=C2C=C1C1CC1 (centres undefined)	15	3	9	1.1	0	0	0	0	-0.2	13	-15
COC(=O)c1ccc(CNC(=O)C(NC(=O)c2ccco2)C(C)C)cc1 (centres undefined)	15	1	-21	-0.5	-10	40	5	-1	0.0	-9	-10
COC(=O)c1c(C)[nH]c(O)c1C=Nc1ccc(C#N)cc1	-8	3	-8	-3.0	13	-2	-6	8	0.2	12	-5
CCCc1nnc(SCC(=O)N2CCOCC2)n1Cc1ccco1	20	4	-2	6.9	5	11	0	9	0.4	2	-16
C=CCn1c(SCC(=O)Nc2ccc3c(c2)OCO3)nnc1-c1ccccc1OC	15	0	-1	-0.5	15	-8	-8	7	0.4	14	11
CC1CCN(C(=O)C2CCN(S(=O)(=O)c3ccc4c(c3)CC(C)N4C(=O)C3CC3)CC2)CC1 (centres undefined)	0	1	14	-0.5	7	9	6	21	0.0	26	0
Cc1occc1C(=O)NNC(=O)CN1C(=O)NC2(CCCCC2)C1=O	5	x	4	-0.5	5	-8	5	8	0.1	9	3
COc1ccc(CCc2nnc(CCC(=O)NCc3cnn(-c4ccccc4C)c3)o2)cc1	-10	2	-19	0.4	-3	-14	-3	5	0.4	17	6
CCN1CCN(C(=O)C(=O)c2cn(CC(=O)N(CC)CC)c3ccccc23)CC1	6	5	7	-0.4	1	4	63*	5	-0.4	3	-7
Cc1ccc(NC(=O)c2ncn(CCCNCCCN3CCCC3=O)n2)cc1C	-9	x	-17	-1.0	14	3	-4	4	0.3	-9	2
COc1ccccc1N1C(=O)C2C(C(=O)c3ccccc3)=NN(c3ccc(C)cc3)C2C1=O (centres undefined)	-2	0	15	-0.8	x	-27	21	-1	-0.1	x	2
NC(=O)c1ccc(NC(=O)Cc2csc(-c3ccccc3)n2)cc1	-9	0	-6	-0.4	8	4	6	11	-0.1	3	0
COc1ccc(CCCC(=O)NCc2ccccc2)cc1C	10	2	-69	-3.3	-6	12	31	7	0.0	7	-6
Cc1nn(-c2ccccc2)c(N2CCCC2)c1/C=N/NC(=O)c1cc(-c2cccnc2)nc2ccccc12	22	-1	4	-1.3	10	24	46	17	-0.6	13	-7
COc1ccc(NC(=O)CON=CC(=O)Nc2ccc(C)cc2)c(OC)c1	16	x	-14	-0.3	-3	-10	10	-1	0.3	13	0

Part of the list above in a different format:
Below each compound – CF NFkB block, NR2E3 ag-1, NR2E3 ag-2, iPSC survival up, TRPM1 prom inh, TWEAK-Fn14 inh, Peg3 prom inh, HIF-2a inh, aDG glyco up, Shn3 inh set2, KKLEB tox
CCN1CCN(C(=O)C(=O)c2cn(CC(=O)N(CC)CC)c3ccccc23)CC1
→ 6, 5, 7, -0.4, 1, 4, 63*, 5, -0.4, 3, -7
Cc1ccc(NC(=O)c2ncn(CCCNCCCN3CCCC3=O)n2)cc1C
→ -9, x, -17, -1.0, 14, 3, -4, 4, 0.3, -9, 2

The results go on:
Molecule	CF NFkB block	NR2E3 ag-1	NR2E3 ag-2	iPSC survival up	TRPM1 prom inh	TWEAK-Fn14 inh	Peg3 prom inh	HIF-2a inh	aDG glyco up	Shn3 inh set2	KKLEB tox
COC(=O)c1ccc(C(NC(=O)OCc2ccccc2)/C(C)=C/[C@@H](C)C(=O)NCc2ccc(OC)c(OC)c2)cc1 (some centres undefined)	-7	2	-16	-0.2	-9	5	3	-2	-0.2	1	7
COc1cc(C2=NOC(C(=O)NCc3ccccn3)C2)cc(OC)c1OC (centres undefined)	8	1	-21	-2.9	4	-4	4	5	0.0	-8	0
CSc1ccc(/C=C(\NC(=O)c2ccccc2)C(=O)NCCN2CCOCC2)cc1	0	3	-25	0.7	-5	2	-3	12	0.0	-1	-3
CC1Cc2ccccc2N1C(=O)COC(=O)c1cccc(Br)c1 (centres undefined)	-27	2	-7	-0.3	4	5	-9	5	-0.1	7	-4
CCOc1cc(N2CCOCC2)c(OCC)cc1NC(=O)COC(=O)c1cc2ccccc2cc1O	20	-2	-25	0.5	16	-16	1	14	0.1	-9	-8
CCOc1ccc(CC(=O)NCC(=O)NCc2cc(=O)n(C)c(=O)n2C)cc1	-8	1	-27	-0.5	5	6	-1	1	-0.1	-18	22
Cc1ccc(S(=O)(=O)N2CCCCC2)cc1NC(=O)c1ccncc1	-5	x	9	0.8	-4	16	1	12	0.0	10	-1
COc1ccc(CNC(=O)c2ccc(C(C)C)cc2)cc1	2	2	-74	-0.3	-101	0	-230	-234	0.0	-130	16
CCOC(=O)c1cnc(SCCN2CCOCC2)nc1N	-7	4	-5	2.4	-28	18	-46	-58	-0.5	-4	4
COC(=O)CSc1nnc(CNS(=O)(=O)c2ccc(Br)cc2)n1C	-2	2	-19	0.7	7	13	9	7	0.3	3	6
CCOC(=O)C1=C(O)C(=O)N(c2ccc(S(N)(=O)=O)cc2)C1c1ccc(OC)cc1 (centres undefined)	-4	4	-19	4.1	8	7	14	9	-0.1	2	5
COc1ccc(NC(=O)CSc2nnc(Cn3cnc4ccccc43)n2C)cc1	4	-2	2	0.6	4	-7	-14	-5	0.1	4	-12
CC(C)c1ccc(OCC(=O)N(Cc2ccco2)C2CCS(=O)(=O)C2)cc1 (centres undefined)	4	6	-1	7.5	x	3	-3	-5	0.0	5	0
Cc1cccc(NC(=O)c2ccc(S(=O)(=O)N3CCOCC3)cc2)n1	-5	3	-8	3.4	-15	-6	-11	-27	0.2	-17	2
CCCCN1C(=O)C(C(=O)OCC)CC2=C1CCCC2=O (centres undefined)	5	x	8	1.9	-6	-4	-9	-6	0.1	-29	13
CC1(C)Cc2c(sc3ncnc(NN)c23)CO1	4	0	-12	0.4	12	-8	3	18	-0.1	-14	3
CN(Cc1ccccc1)C(=O)c1[nH]cnc1C(=O)N[C@@H](Cc1ccccc1)C(=O)OCc1ccccc1	-3	5	17	0.9	-4	1	1	-4	0.1	14	12
Cc1cccc(N(C)C(=O)CCS(=O)(=O)c2cccc3nonc23)c1	7	2	9	-1.7	-3	14	10	4	-0.1	-14	0
O=C(Cn1nc2n(c1=O)-c1ccccc1SC2)N/N=C/c1cccnc1	2	5	6	1.1	17	12	18	12	0.1	-7	1
COc1ccc(NC(=O)N2CCCC2C(=O)NC2CCCC2)cc1 (centres undefined)	-3	7	-5	-0.7	-3	1	1	4	0.0	-5	3
C1CSC2(N1)C1CC3CC2CC(C1)C31NCCS1 (centres undefined)	0	2	-3	0.0	-1	-4	0	22	-0.1	5	-6
COc1ccc(CNC(=O)C(=O)NCC2OCCN2S(=O)(=O)c2ccc(OC)c(OC)c2)cc1 (centres undefined)	17	-3	16	-0.4	1	-5	2	9	0.4	0	-11
COc1cc(C(=O)N/N=C/c2cc([N+](=O)[O-])cs2)cc(OC)c1OC	8	-2	-2	-2.1	-9	-13	1	-4	-0.4	-2	-21
CCOc1ccc(C(=O)NCCN2CCCCC2)c(OCC)c1	0	-4	-4	2.5	4	0	12	17	-0.1	4	-9
CCN(C(=O)COC(=O)Cc1c(F)cccc1Cl)c1c(N)n(Cc2ccccc2)c(=O)[nH]c1=O	19	0	26	-0.5	-2	-4	14	7	0.2	-1	-7
COC(=O)c1cc2c(ccn2-c2ccc(F)cc2)n1CC(=O)OC(C)C	-10	1	-15	-0.6	-4	-13	6	-4	0.4	10	-5
CCNC(=O)C1CCCN(C(=O)c2ccc(C(F)(F)F)cc2)CC1 (centres undefined)	-12	x	-6	-1.2	x	-17	-1	7	0.0	-5	-2
CC(C)NC(=O)Nc1ccc2c(c1)C(=O)N([C@H](C)CO)C[C@H](C)[C@@H](CN(C)S(=O)(=O)c1cn(C)cn1)O2	-1	x	-12	3.3	0	-7	-15	11	0.9	2	10
COc1cccc(-c2cc(C(=O)N3CCCCC3C)no2)c1 (centres undefined)	3	6	-103	-4.4	-79	11	-164	-161	0.0	-57	9
Cc1[nH]c(=O)[nH]c(=O)c1S(=O)(=O)NCC12CC3CC(CC(C3)C1)C2	-12	-1	-17	5.7	12	4	10	8	-0.4	-53	9
O=C(NCCOc1ccccc1)c1ccccc1F	2	x	-135	-1.1	x	31	-225	-159	-0.2	-75	8
COc1cccc(CNCc2ccc(SC)cc2)c1OC	8	4	-15	2.9	9	-6	1	6	0.1	11	-12
NS(=O)(=O)c1ccc(NC(=S)NC(=O)c2ccc(-c3ccccc3)cc2)cc1	-3	0	-37	0.1	13	-46	7	-3	-0.2	7	-22
COc1ccc(Nc2nc(C)nc3c2oc2ccccc23)cc1	2	-2	-25	1.0	-1	18	-22	-74	0.3	7	-8
CCOc1cc(C(C(=O)NCC2CCCO2)N(C(=O)Cn2nnc3ccccc32)c2cccc(OC)c2)ccc1O (centres undefined)	4	0	-4	-0.7	5	3	1	11	0.1	-8	-3
Cc1nc(-c2cc(-c3nc(-c4ccc(C(F)(F)F)cc4)no3)no2)cs1	14	-6	-1	-0.2	1	-12	-4	11	-0.1	-10	-1
C=CCn1c(CNC(=O)c2ccccc2F)nnc1SCc1nc2ccccc2c(=O)[nH]1	-3	2	-17	0.5	7	-4	4	8	-0.1	-39	-10

From PubChem BioAssay
